# Screening results deposited in PubChem by Small Molecule Screening Facility, UW Madison.
# PriA SSB inh: blocks PriA binding to SSB C-terminal tail; inhibition, % at 33 µM; AlphaScreen SSBct-PriA binding, biotinylated peptide; AID 1272365; 0.6% of 430,000 active; in the data active = inhibition mostly above about 37%, no sharp cut-off; inactive = mostly below about 20%;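 note: plate controls were negative control peptide for no effect and reference peptide for full effect; strong numbers were not always called active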
# Active calls of the source: *; & = joins results of further samples.
Structure,PriA SSB inh
O=C(Nc1ccccc1[N+](=O)[O-])C(=O)N1CCN(c2ccccc2F)CC1,36.0*
O=C(NCc1ccncc1)C(=O)Nc1cccc(N2CCCCC2=O)c1,8.0
O=C(NC1CC1)c1ccc(OCc2ccc3ccccc3n2)cc1,-5.0
O=C(N1CCCSC[C@@H]1CN1CCCC1)C1(c2cccs2)CCCC1,-4.0
C=CC[n+]1c(-c2ccc(Br)cc2)csc1NNC(=O)c1ccc(Br)cc1,3.0
CC(C)CS(=O)(=O)NCC1(c2ccccc2)CCOCC1,-16.0
CC(C)(C)C(=O)ON=C(N)c1ccc(Oc2cc(Cl)cc(Cl)c2)c([N+](=O)[O-])c1,9.5
COc1cc(C=Nn2cnnc2)ccc1OC(=O)c1cccnc1,9.3
O=C(Nc1ccc2c(c1)OCO2)N[C@H]1CC(=O)N(c2ccc(F)cc2)C1,-5.0
Cc1ccc2c(c1)sc(=NC(=O)c1ccc(S(=O)(=O)N(CCC#N)CCC#N)cc1)n2C,6.0
Cc1ccc(-c2ccc(C=NNC(=O)C3C(=O)NCC3c3ccccc3)o2)cc1Cl (stereo not drawn),-11.3
Cc1cc(C)c(S(=O)(=O)Oc2ccc(C(C)C)c(C)c2)c(C)c1,-22.0
CCc1nnc(-c2ccc(NC(=O)c3ccc4c(c3)OCO4)cc2)o1,-9.0
CO[C@@H](CNC(=O)Cn1cnc2c1c(=O)n(C)c(=O)n2C)c1ccsc1,-19.0
COc1ccc2c(c1OC)C(=O)N(c1ccn(Cc3ccc(Cl)cc3)n1)C2,1.0
O=C(NN=Cc1ccc([N+](=O)[O-])s1)c1ccncc1,4.5
CSc1ccc(CNC(=O)c2nnn(Cc3nc(-c4ccc(C)cc4)oc3C)c2C)cc1,-18.0
O=S(=O)(c1cccnc1)N1CCC[C@H](Cc2nc(-c3ccccc3F)no2)C1,-4.0
COc1cc(CSCc2csc(NC(=O)c3cc4ccccc4o3)n2)cc(OC)c1,4.0
COc1ccc(CC(=O)Nc2ccc(SC)nn2)cc1OC,-1.0
CCCc1c(C(=O)NN=Cc2ccccc2OCc2ccc(F)cc2)nnn1-c1nonc1N,5.5
COc1ccc(C2C(=C(O)c3ccc(OC)c(Cl)c3)C(=O)C(=O)N2CCN(C)C)cc1 (stereo not drawn),0.2
O=C(CSc1ccc(-c2ccccc2Cl)nn1)Nc1ccc2c(c1)CCC2,-13.0
COc1ccc(Nc2nc(Nc3ccc(C)c(C)c3)nc3nccnc23)cc1,-1.0

# The closing 3 compounds of the part before come first, to join the parts.
Structure,PriA SSB inh
COc1ccc(C2C(=C(O)c3ccc(OC)c(Cl)c3)C(=O)C(=O)N2CCN(C)C)cc1 (stereo not drawn),0.2
O=C(CSc1ccc(-c2ccccc2Cl)nn1)Nc1ccc2c(c1)CCC2,-13.0
COc1ccc(Nc2nc(Nc3ccc(C)c(C)c3)nc3nccnc23)cc1,-1.0
COc1cc(N)c2ncccc2c1,47.0*
O=C(c1cc2ccccc2o1)N1CCC(CNS(=O)(=O)c2ccc(C(F)(F)F)cc2)CC1,-4.0
COc1ccc(NC(=O)c2ccc(=O)n(C)n2)c(OC)c1,8.0
COc1ccc(C2CCCCN(C(=O)c3cnn(-c4ccccc4)n3)C2)cc1 (stereo not drawn),-2.0
CCN(CC)c1ccc(/C=N\NC(=O)CCC2C(=O)NN=C2C)cc1 (stereo not drawn),0.0
CC(=O)NCCOc1ccc(NC(=O)c2ccc(-n3nc(C)cc3C)nn2)cc1,-10.0
Cc1ccccc1NC(=O)N(CCc1cccs1)Cc1ccco1,-1.0
O=C(NCCc1nc2c(c(C(F)(F)F)n1)CCCC2)c1cc(=O)c2ccccc2o1,-8.0
CC(Oc1ccccc1)C(=O)NCCSc1c(-c2ccc(F)cc2)[nH]c2ccccc12 (stereo not drawn),-4.0
O=C(C[C@@H]1Nc2ccccc2NC1=O)Nc1cccc(Cl)c1Cl,7.0
COc1ccc(-n2c(N)c(C(=O)NCC(C)C)c3nc4ccccc4nc32)cc1OC,-6.0
O=C(NN=Cc1ccc2cccnc2c1)c1nc2ccccc2c(=O)[nH]1,1.4
Cc1[nH]c(=O)[nH]c(=O)c1CCc1nnc(SCC(=O)NCc2ccco2)o1,-5.0
O=C(Nc1ccc(-c2ccc3nnc(-c4ccccn4)n3n2)cc1)c1ccc(Cl)nc1,1.0
Cc1ccsc1C=NNc1ncc(Cl)cc1Cl,9.0
CCCCOc1ccc(C(=O)N(C)c2nnc(C34CC5CC(CC(C5)C3)C4)s2)cc1,5.0
COc1ccc(CCn2c(O)c(C=NN3CCOCC3)c(=O)[nH]c2=O)cc1OC,-0.8
Cc1ccc(NC(=O)CSc2nc3c(sc(=S)n3-c3ccc(Cl)cc3)c(=O)[nH]2)cc1C,2.0
COc1ccc(Nc2ccc([N+](=O)[O-])c3nonc23)cc1,44.4
Cc1ccc(NC(=O)N2CCN(c3ccc(-c4ccccc4C)nn3)CC2)cc1C,-7.0
COc1ccc2c(CC(=O)Nc3cccc(C(F)(F)F)c3)cc(=O)oc2c1,1.0
O=C(NCc1nc(-c2ccccc2)no1)c1coc(NC(=O)C2CC2)n1,-5.0
COc1ccc(NC(=O)C(=O)NCC(c2ccc3c(c2)CCN3C)N2CCN(C)CC2)c(OC)c1 (stereo not drawn),17.0
CC1CC(C)CN(CC(O)COc2cccc3ccccc23)C1 (stereo not drawn),1.0
Cc1cc(=O)[nH]c(-n2nc(C)cc2NC(=O)C(C)C)n1,25.0
CCOC(=O)c1c(C)nc2c(c1C)C(=NO)CC(C)(C)C2,-9.8
COc1ccc(Cl)cc1C(=O)NCC1CCN(Cc2cccs2)CC1,-13.0
Cc1cc(C(F)(F)F)nc(SCC(=O)N2CCOCC2)n1,-16.0
O=C(NC[C@H](Cc1cccc(F)c1)N1CCCC1=O)c1ccsc1,1.0
Cc1cc2cc(CNC(=O)c3ccccc3Cl)ccc2n1C,31.0
CC(C)(C)n1nc2c(c1NC(=O)c1c(F)cccc1Cl)CS(=O)(=O)C2,-14.0
Cc1ccccc1Cn1cnc2c(cnn2CCNC(=O)c2cc3ccccc3o2)c1=O,11.0
O=C(NN=CC1C(c2ccccc2)C1(Cl)Cl)c1cccc(Br)c1 (stereo not drawn),10.8
Cc1[nH]c2ccccc2c1C(c1ccc(Cl)cc1Cl)C(C#N)C#N (stereo not drawn),43.0
COc1ccc(-c2cc(CNC(=O)c3cccc4ccccc34)no2)cc1OC,-5.0
Cc1nn(C2CCS(=O)(=O)C2)c2nc(-c3cccs3)cc(C(=O)NC3CC3)c12 (stereo not drawn),2.0
COC(=O)c1c(NC(=O)c2ccc(S(C)(=O)=O)cc2)sc2c1CCCC2,-15.0
COc1ccc(S(=O)(=O)C2CCN(C(=O)C3CC=CCC3)CC2)cc1 (stereo not drawn),-24.0
O=S(=O)(NCc1ccco1)N1CCCCC1,-3.0
COCCN(Cc1ccsc1)S(=O)(=O)c1cccc(C(F)(F)F)c1,-18.0
O=C(Nc1ccccc1)Nc1nc(CCC(=O)N2CCN(c3ncccn3)CC2)cs1,-14.0&-13.0
O=C(Cn1c(-c2ccccn2)nc2ccccc21)NCc1ccco1,15.0
Cc1cc(-c2ccncc2)nn1CCNS(=O)(=O)Cc1ccc(C(F)(F)F)cc1,13.0
CC(C)C(=O)Nc1ccc(SCCN(C(C)C)C(C)C)nn1,-2.0
C=CCN1C(=O)C(C)(C)COc2cc(NC(=O)c3ccccc3C(F)(F)F)ccc21,-12.0&-3.0
Cc1ccc(C)c(-n2nnnc2SCC(=O)Nc2nccs2)c1,-10.0
COc1ccccc1-c1ccc(N2CCN(S(=O)(=O)CCc3ccccc3)CC2)nn1,9.0
Clc1ccc(OC2CCNCC2)nc1,-22.0
Cc1noc(CNC(=O)c2cnn(-c3ccccc3)c2C)n1,3.0
COc1ccc(-c2ccc(=O)n(CCNC(=O)Nc3cccc(C(F)(F)F)c3)n2)cc1,-7.0&1.0
C/C(=N/NC(=O)c1cc(C23CC4CC(CC(C4)C2)C3)[nH]n1)c1ccc(Cl)cc1,-9.0
O=C(c1cc2cc(F)ccc2s1)N1CCc2ncncc2C1,-7.0
O=C(Nc1cc(-c2ccco2)nn1-c1nc(-c2ccccc2)cc(=O)[nH]1)C1CC1,-11.0
Cc1cccc(NC(=O)N2CC(Oc3nccs3)C2)c1,-26.0
O=C(Cn1cnc2c(sc3ccccc32)c1=O)NCc1ccc(Cl)cc1,-18.0
CCCCOc1ccc(C2C(=C(O)c3ccc4c(c3)CC(C)O4)C(=O)C(=O)N2CCCN2CCOCC2)cc1OC (stereo not drawn),-6.5
O=C(c1ccco1)N1CCC[C@H](Cc2nc(C3CC3)no2)C1,-19.0
CCCCOc1ccc(C(=O)Nc2nnc(-c3ccc(F)cc3)s2)cc1,17.0
O=c1[nH]nc(-c2ccccc2)c2sc(N3CCCC3)nc12,-10.0
CCc1ccc(S(=O)(=O)NCCn2ncccc2=O)s1,-14.0&8.0

# A section of the results above, as a working copy:
Structure,PriA SSB inh
CCCCOc1ccc(C(=O)Nc2nnc(-c3ccc(F)cc3)s2)cc1,17.0
O=c1[nH]nc(-c2ccccc2)c2sc(N3CCCC3)nc12,-10.0
CCc1ccc(S(=O)(=O)NCCn2ncccc2=O)s1,-14.0&8.0

# Following part
Structure,PriA SSB inh
CCCCCOc1ccc(C(=O)N2CCNC(=O)C2C)cc1 (stereo not drawn),-9.0
Cc1ccc(-c2ccc(SCc3cccc(Cl)c3)nn2)cc1,-12.0
CCCCOc1ccc(NC(=O)N2CC(c3nc(-c4cccs4)no3)C2)cc1,3.0
CS(=O)(=O)N1CCCCC1C(=O)N1CCN(c2nc3ccc(F)cc3s2)CC1 (stereo not drawn),-11.0
O=C1CC[C@@H](C(=O)Nc2nc(CC(=O)N3CCN(c4cccc(Cl)c4)CC3)cs2)N1,-10.0
O=C(Cn1cc(-c2nnc(-c3ccco3)o2)c2ccccc21)NCCc1ccccc1,1.0
Cc1ccc(-n2nnnc2CNC(=O)C(=O)c2c(C)[nH]c3ccccc23)cc1C,8.0
CC(C)(C)NC(=O)C(=O)NCCN1CCN(c2ccccc2)CC1,-7.0
Cc1oc(-c2ccc(OC(C)C)cc2)nc1Cn1ncn2nc(-c3ccccc3)cc2c1=O,-6.0
Cn1c(SCC(=O)N2CCCc3ccccc32)nc2c(-c3ccccc3)c[nH]c2c1=O,-14.0
CCNC(=O)Cn1c(CO)cnc1SCc1cc(OC)cc(OC)c1,0.0
COc1cc(NS(=O)(=O)c2ccc(NC(=O)CSc3nc(N)cc(N)n3)cc2)nc(OC)n1,-8.0
CNc1nn(CC(=O)Nc2ccc(C)c(Cl)c2)c(N)c1-c1nc(-c2ccccc2C)no1,-5.0
CCS(=O)(=O)c1ccc(CC(=O)Nc2nnc(-c3ccc(F)cc3)o2)cc1,-6.0
Cc1[nH]c(=O)[nH]c(=O)c1CCc1nnc(SCC(=O)Nc2nccs2)o1,4.0
CC(=NCCc1ccc(S(N)(=O)=O)cc1)c1c(O)cc(C)oc1=O,0.0
CC(C)(Oc1ccc(Cl)cc1)C(=O)NCCn1ncc2c(=O)n(Cc3cccc([N+](=O)[O-])c3)cnc21,15.0
COC1(CNC(=O)CCc2ccccc2F)Cc2ccccc2C1,-7.0
CC(C)n1nccc1-c1nnc(NC(=O)CCSc2ccc(Cl)cc2)o1,-4.0
N#Cc1cccc(C(=O)NCC#CCN2CCOCC2)c1,-8.0
COc1ccc(CCNC(=O)C(=O)Nc2ccc([N+](=O)[O-])cc2C)cc1OC,9.0
CCCS(=O)(=O)N1CCc2ccc(NC(=O)CN3C(=O)c4ccccc4C3=O)cc2C1,1.0
Cc1cccn2c(=O)c(C=NO)c(N3CCOCC3)nc12,2.1
CC(C)C12CN3CCN(CC(C3)C1=NO)C2,3.6
O=C(NCC1CCN(c2ccccn2)CC1)c1ccc2nsnc2c1,-8.0
CCOc1ccc(-n2c(CSc3ncccn3)nnc2SC)cc1,-4.0
O=C(c1ccc(Br)cc1)N1CCN(c2ccc(N3CCCCC3)nn2)CC1,2.0
CC(=NO)C(C)(C)NC(=O)Nc1ccc(Cl)cc1,-18.6
Cc1cc(C)[nH]c(=S)n1,-8.0&-4.0
Cn1nc2c(c1NC(=O)c1ccc(Cc3ccccc3)cc1)CCC2,-17.0
CCCOc1cccc(C(=O)NN=Cc2ccoc2)c1,-8.6
CC1CCc2oc3c(cc(NS(=O)(=O)c4ccc(Br)cc4)c4ccccc43)c2C1 (stereo not drawn),37.0*
CCN(CC)CCSc1nc(N)c(NC(=O)c2cccc([N+](=O)[O-])c2C)c(=O)[nH]1,2.0
Cc1noc(C)c1S(=O)(=O)N1CCN(Cc2nc(-c3ccco3)cs2)CC1,-18.0
COc1cc(C=NO)cc(Br)c1OS(=O)(=O)c1ccc(C)cc1,-12.9
CCOc1ccc(C(=O)NCCS(=O)(=O)N2CCN(S(C)(=O)=O)CC2)cc1OCC,-9.0
Cc1cccc(C=NNC(=O)c2ccc(F)cc2)n1,-0.7
CON=C(c1nonc1N)N1CCN(c2ccc(Cl)cc2[N+](=O)[O-])CC1,13.5
CNC(=O)Cc1ccc(-n2c(=O)c3ccccc3n(CC(=O)Nc3ccc(C)c(C)c3)c2=O)cc1,-11.0
Cc1cc(C)n(CC(C)C(=O)Nc2cc(Cl)ccc2C)n1 (stereo not drawn),-2.0
Cc1cn2nnc(C(=O)Nc3ccccn3)c2c(=O)[nH]1,3.0
O=C(NCCCn1ncccc1=O)c1ccc2c(c1)OCO2,6.0
Fc1ccc2nc(N3CCNCC3)sc2c1,-16.0
CC1(C)COc2ccc(NC(=O)COc3ccc4ccccc4c3)cc2NC1=O,31.0
O=C(CCCS(=O)(=O)c1ccc(F)cc1)Nc1ncnc2sccc12,-1.0

# These rows are one share of the data, so the mix of outcomes need not match the whole.
